High-throughput results (PubChem BioAssay)
GC-B act: GC-B (human) receptor activation | P20594 | HEK293-GC-B cells, CNP EC30, cGMP TR-FRET; 0% at EC30 CNP, 100% saturating CNP | activation, % at 10 µM | hit rate 0.11% among 370,000;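 active = activation at 10 µM reaching about 35% in either raw or pattern-adjusted values, limit read from the data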
rCAG RNA binder: binds r(CAG) RNA repeats | r(CAG) RNA repeat, TO-PRO-1 dye displacement fluorescence | inhibition, % at 3 µM | hit rate 1.3% among 370,000 | AID 651821;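 active = inhibition above the plate cutoff, the mean of all test compounds on that plate plus 3 SD, cut at about 35% in these data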;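 note: 0% = DMSO alone and 100% = 100 µM mitoxantrone as full dye displacement; higher means more dye released from RNA so lower well fluorescence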
MBD2 inh: blocks human MBD2 binding to methylated DNA. Q9UBB5. TR-FRET, MBD2 binding to methylated oligonucleotide. inhibition, % at 4.4 µM. hit rate 0.31% among 370,000. AID 686964; in the data active = inhibition above about 13%
PRMT1 FP inh: PRMT1 (human) inhibition, primary screen; recombinant PRMT1, activity-based probe fluorescence polarization; Q99873; inhibition, % at 2.79 µM; hit rate 1.3% among 370,000;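 active = inhibition above about 21% made by adding two undisclosed values, limit read from the data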
Target sequence (Q99873 whole entry, looked up): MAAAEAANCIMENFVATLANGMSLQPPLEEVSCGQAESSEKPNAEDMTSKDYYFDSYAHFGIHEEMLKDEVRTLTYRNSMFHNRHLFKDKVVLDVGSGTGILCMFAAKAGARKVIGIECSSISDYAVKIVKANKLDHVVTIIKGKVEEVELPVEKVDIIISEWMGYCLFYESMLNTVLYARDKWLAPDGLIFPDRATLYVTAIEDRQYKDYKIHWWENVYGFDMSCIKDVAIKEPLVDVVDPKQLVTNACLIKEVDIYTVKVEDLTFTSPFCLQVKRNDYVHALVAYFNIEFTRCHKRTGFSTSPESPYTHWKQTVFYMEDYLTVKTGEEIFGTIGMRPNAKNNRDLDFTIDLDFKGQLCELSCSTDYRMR
TDP2 absorb: blocks human TDP2 phosphodiesterase activity | O95551 | recombinant TDP2, T5PNP hydrolysis, p-nitrophenol absorbance 415 nm | inhibition, % at 12.8 µM | hit rate 0.34% among 370,000 | AID 720702;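 active = inhibition above the mean of all tested compounds plus 3 SD, set per campaign, cut at about 25% in these data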;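 note: 0% = DMSO with enzyme and 100% = buffer with substrate but no TDP2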
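Read-out basis: percent inhibition. System: recombinant human TDP2. Buffer or medium: Mg2+-containing Tris-HCl buffer, pH 7.5. Repeats: single replicate. Timing: reaction 2 h, 37 °C. Benchmarks: high control without enzyme, low control DMSO plus TDP2. Probe or stimulus: 5 mM T5PNP. Doses: 12.8 µM only. Measured by: epi absorbance of p-nitrophenol freed from T5PNP by hydrolysis.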
LEDGF integ inh: blocks HIV-1 LEDGF/p75-dependent DNA integration; hit rate 0.64% among 370,000; AID 743269; inhibition, % at 3.7 µM; TR-FRET IN-LEDGF/p75 DNA integration, Eu/Cy5;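 active = inhibition above the screen-wide mean plus 3 SD, cut at about 13% in these data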;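 note: signal is the Cy5 over europium emission ratio at 671 and 618 nm; 0% = plate median of compound wells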
ABHD4 inh: ABHD4 (mouse) inhibition, primary FP screen. Q8VD66. purified mABHD4, FP-Rh probe fluorescence polarization. inhibition, % at 8.92 µM. hit rate 0.54% among 370,000. AID 720543;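 active = inhibition exceeding the mean over every tested compound plus 3 SD, cut at about 30% in these data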;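 note: 0% = plate median of compound wells and 100% = S159A mutant with DMSO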
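system = mouse ABHD4 enzyme, wild type | medium = HEPES pH 7.0, NaCl, Pluronic buffer | also added = FP-Rh probe | incubation = Enzyme–compound pre-incubation 45 min, then probe 60 min, both 25 °C | technique = fluorescence polarization, excitation 525 nm, emission 598 nm, BODIPY TMR filters | controls = S159A mutant high control, sample median low control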
TCR CD3 inh: human TCR-CD3 binding inhibition | TAMRA-labeled TCR probe fluorescence, biochemical | AID 651800 | hit rate 0.37% among 360,000 | inhibition, % at 9.4 µM; in the data active = inhibition above about 19%;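 note: recombinant mutant TCR 2C K166C tagged with TAMRA read by polarization; 0% = receptor in buffer alone and 100% = receptor with positive control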
SIAE inh: blocks human sialic acid acetylesterase. Q9HAT2. SIAE FP-Rh probe binding, fluorescence polarization. inhibition, % at 9.66 µM. hit rate 0.69% among 370,000;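 active = inhibition above a cutoff: mean of compounds within the control limits plus 3 SD of those, cut at about 17% in these data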;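 note: 0% = plate median of compound wells and 100% = probe without SIAE protein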
HTRA1 inh: blocks human HTRA1 serine peptidase; Q92743; recombinant HTRA1, FP-rhodamine activity-based probe, fluorescence polarization; inhibition, % at 5.96 µM; hit rate 0.5% among 340,000; in the data active = inhibition above about 36%;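 note: 0% = enzyme with DMSO and 100% = wells lacking enzyme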
Target sequence (Q92743 whole entry, looked up): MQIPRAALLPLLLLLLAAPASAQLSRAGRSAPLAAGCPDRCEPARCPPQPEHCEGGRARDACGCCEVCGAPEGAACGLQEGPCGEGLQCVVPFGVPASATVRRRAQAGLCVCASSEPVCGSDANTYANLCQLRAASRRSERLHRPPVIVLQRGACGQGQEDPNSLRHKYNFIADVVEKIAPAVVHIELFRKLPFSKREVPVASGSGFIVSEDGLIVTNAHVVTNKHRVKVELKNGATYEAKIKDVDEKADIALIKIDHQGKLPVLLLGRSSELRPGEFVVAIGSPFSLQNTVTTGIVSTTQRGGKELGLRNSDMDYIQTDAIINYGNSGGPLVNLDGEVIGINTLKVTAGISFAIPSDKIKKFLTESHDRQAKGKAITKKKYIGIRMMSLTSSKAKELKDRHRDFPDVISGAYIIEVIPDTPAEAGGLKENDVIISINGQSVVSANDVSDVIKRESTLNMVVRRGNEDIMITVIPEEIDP
The depositor's hits bear a star; / = not tested or not shown. Only part of the results is shown; the hit share may differ from the screen's.

SMILES	GC-B act	rCAG RNA binder	MBD2 inh	PRMT1 FP inh	TDP2 absorb	LEDGF integ inh	ABHD4 inh	TCR CD3 inh	SIAE inh	HTRA1 inh
O=C(NCC(O)CO)c1csc(Nc2cccc3ccccc23)n1 (stereo not given)	6	5	1	5	-13	-1	8	-1	2	6
CN(C)S(=O)(=O)n1cc(/C=C(\NC(=O)c2ccccc2Cl)C(=O)NCCCN2CCOCC2)c2ccccc21	9	1	-3	-3	-15	0	6	-3	4	3
CCSc1cc(C)nc2ncnn12	1	5	-5	-3	-21	3	-1	-7	-4	1
COc1cc(C(=O)Nc2ccc3c(c2)OCO3)ccc1-n1cnnn1	-8	5	3	-2	-3	2	-7	-10	3	-1
COc1ccc(-n2c(C)c([N+](=O)[O-])c3ccc(O)c(CN(C)C)c32)cc1	-1	4	1	2	-2	0	2	2	5	-2
Cc1ccc(SCCNCc2ccco2)cc1	-2	-3	-5	-2	12	3	4	7	1	-4
Cc1ccccc1CN1CCCCC(NC(=O)c2cccc([N+](=O)[O-])c2)C1=O (stereo not given)	-8	0	7	-2	9	6	0	/	-1	/
CCCn1c(C(C)Nc2nc(-c3cccc(Br)c3)cs2)nc2ccccc21 (stereo not given)	-11	7	0	3	-4	1	6	-3	1	-20
CN1CCN(CCCNC(=S)Nc2ccc(F)c(Cl)c2)CC1	-2	-4	-6	-5	5	2	-1	3	4	16
COc1ccccc1-c1ccc(/C=C2/C=C(CC(C)C)OC2=O)o1	1	28	0	10	3	5	15	-4	-4	-3
Cc1cc(C(=O)N2CCOCC2)ccc1[N+](=O)[O-]	3	-3	4	3	2	-1	2	-7	6	1
N#Cc1ccccc1NC(=O)COC(=O)COc1ccccc1[N+](=O)[O-]	-3	2	-2	3	-1	1	0	5	-2	3
COc1cc2nc(Cl)nc(N3CCCCC3)c2cc1OC	0	-3	3	9	-10	4	-10	0	-12	0
CC(C)Oc1ccc(/C(O)=C2/C(=O)C(=O)N(CCN(C)C)C2c2ccco2)cc1 (stereo not given)	2	3	-3	3	-1	-4	1	1	0	-2
CS(=O)(=O)N1CCN(c2c(Cl)cccc2[N+](=O)[O-])CC1	-3	-2	2	-4	4	2	4	-1	0	5
Cc1ccc(NC(=O)c2oc3ccccc3c2C)c([N+](=O)[O-])c1	-3	8	2	-2	2	3	-1	4	-15	0
Cc1cc(C)cc(C(=O)OCCCN(C)C2CN(Cc3cn(Cc4cccc(F)c4)nn3)S(=O)(=O)C2)c1 (stereo not given)	-6	2	-3	-3	-12	4	-8	/	3	/
Cc1ccc(NC(=O)CN(C)Cc2nc3c(Br)cc(Br)cc3c(=O)[nH]2)cc1	0	6	3	1	-6	-2	-6	-2	-8	-13
O=S(=O)(Nc1nc2ccccc2nc1NCc1ccco1)c1ccccc1	2	14	0	5	-4	-2	5	-4	0	6
O=C(NCC1OCCc2ccccc21)c1ccc(NC(=O)c2cccc(Br)c2)cc1 (stereo not given)	4	2	0	0	-6	3	-3	6	-12	-18
O=C(Nc1ccn(Cc2ccccc2)n1)c1ccc2c(c1)OCO2	1	-1	1	2	0	0	-6	3	3	-7
O=C1CN(C(=O)COC(=O)COc2ccccc2)c2ccccc2N1	1	1	-4	-3	-1	-1	-3	-8	2	8
COc1ccccc1NC(=O)COc1ccc(C(=O)NCc2ccccc2)cc1OC	3	3	-2	2	-8	0	-9	0	-8	-33
Cc1ccc(C(=O)NNC2=NCCC2)cc1	-1	-2	-2	-2	0	1	0	3	4	-1
Cc1ccc(C2C3C(=O)N(c4ccc(C)cc4)C(=O)C3N3CCCN23)cc1 (stereo not given)	-14	0	6	5	-1	0	-2	-4	-1	6

Further structures
SMILES	GC-B act	rCAG RNA binder	MBD2 inh	PRMT1 FP inh	TDP2 absorb	LEDGF integ inh	ABHD4 inh	TCR CD3 inh	SIAE inh	HTRA1 inh
COC(=O)[C@]12C[C@H](CC(=O)NCc3ccccc3)C(=O)N(Cc3ccco3)C1=C[C@H](C(C)C)O[C@@H]2C1CC1	-6	3	-1	0	2	-4	-5	/	-2	/
Cc1nc2c3c(sc2c(=O)[nH]1)NC(=O)CC3c1ccccc1Cl (stereo not given)	6	2	-2	2	-14	-5	4	-2	-2	-1
CN(c1ccc(C(=O)NCCC2=CCCCC2)cc1)S(C)(=O)=O	-1	-9	11	2	-4	3	5	3	-7	-5
O=C(NCc1ccccc1)O[C@@H]1CC[C@@]23CCCN2C(=O)CCC[C@H]3C1	-5	/	3	-2	0	0	0	/	3	/
CCS(=O)(=O)Nc1ccc(-c2nnc(SCC(=O)c3ccc(NC(C)=O)c(OC)c3)o2)cc1	5	11	1	4	4	7	2	-5	-9	1
Cc1ccc(S(=O)(=O)N(C)C)cc1NC(=O)COC(=O)CCC(=O)c1ccc(F)cc1	0	1	2	-2	7	3	0	2	9	4
COc1ccc(Nc2ccccc2N)cc1	-11	6	6	14	9	4	17	-6	-39	-6
Cc1cccc(C2Nc3cccc4cccc(c34)N2)c1	0	6	1	8	-8	2	1	5	3	-2
CCOC(=O)N1CCN(C(=O)c2cn(CC)c3ccc(S(=O)(=O)N4CCCCC4)cc3c2=O)CC1	1	-8	3	-2	12	-1	-8	5	-4	6
CCCNC(=O)NC(=O)CSc1nc(C)cs1	6	-3	1	-2	-2	1	1	3	-5	1
Nc1nc(C(F)(F)F)cc(=O)n1N	-2	-4	7	-2	-9	-1	-11	3	-16	5
Cc1nn(-c2ccccc2)c(Cl)c1/C=N\NC(=O)c1cncc(Br)c1	0	-2	-1	-4	7	0	8	1	0	4
C=CCN1C(=O)[C@@H](CC(=O)N2CCN(C(=O)C3CC3)CC2)[C@]2(C(=O)OCC)CCCCC/C=C/12	-2	4	5	2	8	1	-1	/	-2	/
CN(Cc1ccccc1)S(=O)(=O)c1ccc(OCC(=O)NCc2ccccn2)cc1	1	-9	-6	-7	3	6	0	4	-2	-3
Cn1c(=O)c2c(nc(CN3CCN(CCO)CC3)n2Cc2ccccc2Cl)n(C)c1=O	-5	3	-3	-5	-9	5	-9	-13	-6	9
COC(=O)c1c(NC(=O)c2cccc([N+](=O)[O-])c2)sc(C(N)=O)c1C	6	7	-2	1	9	-1	5	-4	-19	-1
CCCc1c(OCCCOc2ccc(OCC(=O)O)cc2)ccc(C(C)=O)c1O	0	61*	1	0	-2	3	-15	6	-3	-23
Cc1nnc(NC(=O)CSc2nnc(CNC(=O)c3ccccc3)o2)s1	2	2	4	5	-10	2	-7	-14	-3	3
COc1cc(/C=N/Nc2nc3ccccc3s2)ccc1OC(=O)c1ccccc1F	-5	8	3	-1	-2	3	5	-1	21*	-2
COc1cccc(C(=O)Cn2c(Br)nc3c2c(=O)n(C)c(=O)n3C)c1	3	-3	2	-1	5	1	-4	3	-1	6
COc1c(Cl)cc(C(=O)O)cc1Cl	1	1	3	3	1	-3	1	-6	2	3
Nc1[nH]c(C(=O)c2ccc(Cl)cc2)c(-c2ccc(Br)cc2)c1C(=O)NCc1ccc(Cl)cc1Cl	4	8	2	2	6	-2	-1	4	-5	/
Cc1nn(Cc2ccccc2)c2ncccc12	-9	1	2	2	0	-1	4	5	-5	-12
Cc1ccc(Nc2ncnc(N)n2)cc1C	2	3	-1	-3	-5	-1	-4	4	1	4
CN(C)CCN(C(=O)C1CCN(S(=O)(=O)c2cccs2)CC1)c1nc2ccc(F)cc2s1	-3	-10	-5	-1	3	2	0	0	0	1

Further structures follow:
SMILES	GC-B act	rCAG RNA binder	MBD2 inh	PRMT1 FP inh	TDP2 absorb	LEDGF integ inh	ABHD4 inh	TCR CD3 inh	SIAE inh	HTRA1 inh
Cc1ccc(CNC(=O)CCCn2c(=O)c3ccccc3n(CC(=O)NCc3ccco3)c2=O)cc1	4	-3	2	-1	9	0	4	5	-8	4
Brc1ccc(/C=N/N2CCN(C3c4ccccc4-c4ccccc43)CC2)s1	2	3	-5	0	12	0	6	4	9	-1
COC(=O)[C@]12C[C@H](CC(=O)NCc3ccc(C)o3)C(=O)N(Cc3ccccc3)C1=C[C@H](COCc1ccccc1)O[C@@H]2C	5	9	-2	15	-1	-4	-1	/	5	/
Cc1cc(-c2nnc(CCC(=O)N3CCN(Cc4cccc(F)c4)CC3)o2)c(C)o1	-1	-1	-7	-3	4	9	-9	-1	11	0
CC(=O)N1N=C(C)CC1c1ccc(O)cc1 (stereo not given)	-3	-1	3	-2	-2	0	0	-7	-2	3
O=C(c1cccc([N+](=O)[O-])c1)N1CC2C3C=CC(C3)C2C1 (stereo not given)	4	-1	4	2	-11	-5	5	8	-3	1
COc1ccc(NC(=O)c2cc3ccc(O)cc3o/c2=N\O)cc1	-2	23	-1	0	2	-7	14	-11	-15	-5
COc1cc(C(=S)N2CCCCC2)ccc1OCC(=O)Nc1ccc(F)cc1	-3	-5	3	0	51*	2	-2	9	-3	0
O=C(COc1cccc(Cl)c1Cl)NC1CC1	-1	-3	0	5	-6	0	-13	-5	2	5
C[C@H](NC(N)=O)C(=O)Nc1ccc(N2CCOCC2)c(S(=O)(=O)Nc2ccc(Cl)cc2)c1	12	9	2	-1	3	0	0	5	-3	2
CCOC(=O)C1CCN(S(=O)(=O)c2ccc(OC)c(OC)c2)CC1	-1	-1	-1	-1	3	-2	-8	5	8	-3
CC(=O)Nc1ccc(S(=O)(=O)NCC(=O)OCc2cc(=O)oc3ccc4ccccc4c23)cc1	-4	18	-1	3	-2	2	0	-8	-2	-17
CC(CNC(=O)[C@@H](Cc1ccccc1)NC(=O)[C@H]1O[C@@H](n2ccc(=O)[nH]c2=O)[C@H](O)[C@@H]1O)c1ccccc1 (stereo not given in full)	-3	1	0	-2	4	0	-5	3	-4	/
O=c1[nH][nH]c2c1[C@H](CCc1cccc(Cl)c1)O[C@H](C1CCCC1)C2	3	10	-5	-2	9	1	-1	-2	-4	/
CCOc1ccc(NC(=O)N2CCC(NC(=O)C(Cc3cccc(F)c3)NC(C)=O)CC2)cc1 (stereo not given)	3	-5	-2	2	-5	-4	2	4	-4	-2
CCOC(=O)N1CCN(C(=O)c2ccc(NS(C)(=O)=O)cc2)CC1	2	-2	-5	3	0	-1	0	-8	-4	3
O=C(CN(Cc1ccccc1)C(=O)c1csnn1)NCc1ccc2c(c1)OCO2	1	13	-4	2	-7	3	-2	7	-8	4
O=C1C2C3CCC(C3)C2C(=O)N1Cc1ccccc1 (stereo not given)	3	-4	3	0	3	-1	4	7	5	2
CC(=O)Nc1ccc(S(=O)(=O)N2CCN(c3nc(NC4CCCC4)c4ccccc4n3)CC2)cc1	-7	6	-3	-3	-8	-4	-8	1	-8	-47

Entries of single compounds from above. Order of values: GC-B act	rCAG RNA binder	MBD2 inh	PRMT1 FP inh	TDP2 absorb	LEDGF integ inh	ABHD4 inh	TCR CD3 inh	SIAE inh	HTRA1 inh
O=C(COc1cccc(Cl)c1Cl)NC1CC1 across the screens: -1	-3	0	5	-6	0	-13	-5	2	5
Cc1ccc(CNC(=O)CCCn2c(=O)c3ccccc3n(CC(=O)NCc3ccco3)c2=O)cc1 across the screens: 4	-3	2	-1	9	0	4	5	-8	4
COC(=O)[C@]12C[C@H](CC(=O)NCc3ccc(C)o3)C(=O)N(Cc3ccccc3)C1=C[C@H](COCc1ccccc1)O[C@@H]2C across the screens: 5	9	-2	15	-1	-4	-1	/	5	/
